Bioassay records: PubChem, National Center for Advancing Translational Sciences (NCATS)
LDHA inh = qHTS assay for inhibitors of human lactate dehydrogenase; L-lactate dehydrogenase A chain (Homo sapiens), P00338; purified LDHA, NADH/diaphorase-resazurin fluorescence; stronger effect = lower value; activity change, % (values are at about 110 or 230 µM); actives 0.15% (n = 480,000); AID 1347041, 2019; in the data active means activity change below about -30%;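 further: plate controls were DMSO wells for no effect and wells without enzyme for full effect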
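Resorufin fluorescence (ex540/em590), read at 0 and 20 min after diaphorase/resazurin addition, reports the NADH left after a 5 min room-temperature reaction of 2 nM human LDH5 with 0.06 mM NADH and 0.2 mM pyruvate.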
Vif-APOBEC3F blk = qHTS for Inhibitors of Vif-A3F Interactions: qHTS. HeLa A3F-eYFP + Vif (tagged APOBEC3F with the HIV-1 protein that degrades it), YFP fluorescence increase. Potency, µM (series often up to 46.1 µM), inactives show top-dose activity, negative = active. actives 0.2% (n = 390,000); further: potency means the concentration at half of the fitted maximal effect; % of control where 0% means no effect; nearly all actives have a fitted effect of over 65% in size
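HeLa cells stably expressing A3F-eYFP plus Vif, plated and incubated overnight at 37 deg C, then exposed to compounds overnight at 37 deg C. Blocked degradation read as raised yellow fluorescence (Ex 488/Em 500-530).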
GRP78 ERSR act = qHTS for Inducers of the Endoplasmic Reticulum Stress Response (ERSR) in Human Glioma: qHTS. U87-MG GRP78 promoter luciferase reporter, 16 h. Potency, µM, inactives show at the top dose activation, hits mostly activators. actives 0.02% (n = 420,000). AID 602332, 2012; further: potency means the concentration at half of the fitted maximal effect; series mostly up to about 76 µM; % of control where 0% means no effect; nearly all actives have a fitted effect of over 35% in size
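ERSR induction read as luciferase luminescence (Bright-Glo, 10 min at room temperature) in stably transfected human U87-MG glioma cells exposed to compounds for 16 h, using GRP78 as sensor.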
D2 potentiator = HTS Assay for Positive Allosteric Modulators of the Human D2 Dopamine Receptor: Primary Screen for Potentiators | D(2) dopamine receptor (Homo sapiens), P14416 | HEK293 T-REx D2, calcium flux, EC20 dopamine potentiation | potentiation, % at 10 µM | actives 0.34% (n = 340,000);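 active means potentiation over 3 SD above the plate norm, cut at about 30% in these data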; further: 0% is about no effect
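Potentiation of an EC20 dopamine calcium response measured kinetically over 180 s, after a preceding 180 s compound-only read flagging agonists. Cells: inducible Hek293 Trex D2 line, 4000/well, cultured overnight at 30 C before dye loading.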
Vif-APOBEC3G blk = qHTS for Inhibitors of Vif-A3G Interactions: qHTS. Potency, µM (highest dose often 46.1 µM), without a hit: at the top dose activity, negative = active, most hits filed as inhibitors. actives 0.076% (n = 410,000). HeLa A3G-eYFP + Vif (tagged APOBEC3G with the HIV-1 protein that degrades it), YFP fluorescence, overnight. DNA dC->dU-editing enzyme APOBEC-3G (Homo sapiens), Q9HC16. AID 602310, 2012;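 further: potency means the concentration at half of the fitted maximal effect; on the % scale 0 is the no-effect control and ±100 the full control effect; nearly all actives have a fitted effect of over 60% in size; hits raise eYFP signal because A3G escapes Vif-driven loss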
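HeLa cells stably expressing Vif and C-terminally eYFP-tagged A3G, seeded overnight at 37 deg C, then exposed to compound by pintool overnight at 37 deg C. Rise in yellow fluorescence (Ex 488/Em 500-530, Acumen) marks blocked Vif-driven A3G degradation.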
D1 PAM = Potentiators of Human D1 Dopamine Receptor: qHTS; D(1A) dopamine receptor (Homo sapiens), P21728; HEK293 TREx D1 cells, calcium flux, dopamine EC20 potentiation; potentiation, % at 10 µM; actives 0.036% (n = 360,000); in the data active means potentiation above about 30%; further: 0% is about no effect
D1 antagonist = Antagonist of Human D 1 Dopamine Receptor: qHTS | activity change, negative = inhibition, % at 10 µM | actives 3.2% (n = 360,000) | D(1A) dopamine receptor (Homo sapiens), P21728 | HEK293 TREx D1 cells, calcium flux, dopamine EC80; stronger effect = lower value; in the data active means activity change below about -30%; further: on the % scale 0 is the no-effect control and ±100 the full control effect
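Antagonism measured as reduced calcium response to an EC80 dopamine addition following 180 s compound pre-read; cells were inducible HEK293 Trex D1 plated overnight at 30 C, read kinetically at 1 cycle/sec.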
RXFP1 ag = qHTS Assay for Agonists of the Relaxin Receptor RXFP1 | Relaxin receptor 1 (Homo sapiens), Q9HBX9 | HEK293T-RXFP1 cAMP TR-FRET, 30 min; response scale: percent of porcine relaxin response, buffer zero | Potency, µM (highest dose often 57.5 µM), without a hit: at the top dose activation, hits mostly activators | actives 0.3% (n = 370,000) | AID 2676, 2010; further: potency means the concentration at half of the fitted maximal effect; on the % scale 0 is the no-effect control and ±100 the full control effect; nearly all actives have a fitted effect of over 60% in size; many of its hits are not listed in these tables
Target sequence (Q9HBX9 whole entry, looked up): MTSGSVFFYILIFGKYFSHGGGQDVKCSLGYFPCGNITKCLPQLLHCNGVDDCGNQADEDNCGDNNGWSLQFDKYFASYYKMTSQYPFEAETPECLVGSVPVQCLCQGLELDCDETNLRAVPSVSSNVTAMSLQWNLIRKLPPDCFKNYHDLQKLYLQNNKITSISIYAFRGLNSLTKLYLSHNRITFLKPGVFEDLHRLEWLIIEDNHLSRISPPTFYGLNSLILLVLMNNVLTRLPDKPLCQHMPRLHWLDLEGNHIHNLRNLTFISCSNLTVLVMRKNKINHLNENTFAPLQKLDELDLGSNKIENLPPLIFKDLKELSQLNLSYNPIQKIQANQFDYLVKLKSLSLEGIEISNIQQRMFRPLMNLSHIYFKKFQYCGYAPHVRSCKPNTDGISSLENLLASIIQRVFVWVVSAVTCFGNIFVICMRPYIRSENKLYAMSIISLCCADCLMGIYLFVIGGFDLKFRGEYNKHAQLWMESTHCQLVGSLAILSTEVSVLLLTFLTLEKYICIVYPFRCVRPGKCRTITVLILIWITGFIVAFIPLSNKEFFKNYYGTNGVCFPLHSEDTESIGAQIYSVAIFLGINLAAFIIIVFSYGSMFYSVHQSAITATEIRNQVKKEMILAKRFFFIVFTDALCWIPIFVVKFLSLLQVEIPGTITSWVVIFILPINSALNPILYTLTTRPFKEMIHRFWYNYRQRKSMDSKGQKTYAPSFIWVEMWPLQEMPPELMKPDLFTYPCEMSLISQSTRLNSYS
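HEK293T cells stably expressing RXFP1 were pretreated with the PDE4 inhibitor Ro 20174, exposed to compounds for 30 min at 37C, lysed, and cAMP was read by TR-FRET. Data normalized to buffer (basal) and 29 nM porcine relaxin (100%).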
D1 agonist = Allosteric Agonists of the Human D1 Dopamine Receptor: qHTS | D(1A) dopamine receptor (Homo sapiens), P21728 | HEK293 T-REx D1 cells, calcium flux, agonist mode | activation, % at 2 µM | actives 1% (n = 360,000) | AID 504660, 2011; in the data active means activation above about 30%; further: 0% is about no effect
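Agonism was scored from calcium flux recorded over 180 s (1 read/s) after pintool compound addition, following a 10-cycle baseline. Cells were inducible force-coupled HEK293 TREx D1, plated overnight at 30 C and loaded with no-wash calcium dye.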
Active calls of the source: *; . = not tested or not shown; & = joins results of further samples. Unless noted, the call rests on the fitted dose curve; in most records, active means well fitted curve in the direction sought with a large enough effect; inconclusive means small, poorly fitted or top-dose-only effect, or another doubt; inactive means no such curve, though single readings can be large; an effect the other way counts as inactive or inconclusive. An excerpt. The share of hits here may be higher or lower than overall.

Value order – LDHA inh, Vif-APOBEC3F blk, GRP78 ERSR act, D2 potentiator, Vif-APOBEC3G blk, D1 PAM, D1 antagonist, RXFP1 ag, D1 agonist
NC(=O)CSc1nnc(-c2ccncc2)n1CCc1ccccc1
  -11.2, -2.8%, -4.3%, -2.2, 0.3%, 1.6, 0.6, -0.3%, 0.6
NC(=O)COc1ccc(-c2noc(COc3ccccc3[N+](=O)[O-])n2)cc1
  0.0, -4.7%, -0.1%, 8.0, -3.9%, 5.0, 30.5, 0.1%, 2.6
Cc1nc(C(N)=O)nc2ccccc12
  0.8, -3.7%, -3.1%, 2.3, 1.1%, 6.8, -20.6, 2.5%, 1.3
CCc1cc2c(SCC(=O)c3cccs3)ncnc2s1
  -11.0, 2.4%, -3.1%, 0.2, -1.4%, 0.1, -6.1, 5.2%, 8.1
CC(=O)c1cnc(Nc2cccc(Cl)c2Cl)s1
  -10.9, 10.3%, 9.3%, -1.2, -3.2%, 6.3, -5.2, 4.2%, 2.9
CCn1c(SCC(=O)Nc2ccc3c(c2)OCO3)nc2ccccc21
  -4.4, -1.5%, -2.2%, -11.2, -6.6%, -4.2, -5.8, -1.7%, -2.1
Cc1cccc(NC(=O)NCCN2CCCCC2)c1
  0.6, 5.2%, -3.0%, -6.7, -0.2%, -7.0, 10.8, 3.6%, 3.9
CCCc1ccc(S(=O)(=O)NCc2nnc(SC)n2C)cc1
  -1.0, 2.5%, -4.3%, 5.5, -1.3%, -5.4, -1.5, 1.9%, 0.9
O=C(N[C@@H](Cc1c[nH]c2ccccc12)C(=O)O)c1ccccc1Cl
  1.6, 4.5%, 0.7%, 13.8, -2.8%, 2.3, 9.7, 0.0%, 0.9
O=C(CSc1ccc(-c2ccc(F)cc2)nn1)NCCc1ccccc1
  -8.8, 3.3%, -0.7%, 2.5, 0.1%, 1.2, -10.1, 4.8%, 0.5
CC(=O)c1c(C)[nH]c(C(=O)OCc2ccccc2F)c1C
  -0.3, 10.9%, 1.4%, 9.8, -5.2%, -5.0, -7.4, -1.5%, 8.6
CC1(C)CC(O)CC(C)(C)N1CC(O)COCCOc1ccc(Br)cc1 (centres undefined)
  -12.4, -8.2%, -3.9%, ., -0.3%, -4.5, -6.0, 1.2%, 1.7
CCOc1ccc(/C=C(/NC(=O)c2ccccc2)C(=O)NCCC(=O)O)cc1
  -10.6, -5.5%, -0.4%, 3.5, 0.1%, -3.3, -15.0, 2.6%, 3.6
COc1ccc(CC(=O)Nc2ccc(C)c(S(=O)(=O)N3CCCCCC3)c2)cc1
  -0.5, -3.8%, -4.7%, ., 5.5%, 0.9, 2.4, 1.7%, 1.0
O=C(COC(=O)/C=C/c1ccc(F)cc1)NC1CCCCCC1
  -5.1, 5.8%, -0.8%, ., -1.5%, ., ., ., .
O=C(CCCN1C(=O)c2ccccc2C1=O)Nc1ccccc1C(=O)N1CCOCC1
  -3.8, -0.6%, -0.9%, -6.9, 1.4%, -2.1, 3.6, 0.1%, 0.7
CCCCCCNS(=O)(=O)c1ccccc1Br
  0.5, -6.0%, -4.5%&-5.1%, 13.6, -0.1%&3.2%, -7.2, 4.6, 0.0%, 3.3
C#CCOCCOCCOCCNc1nc(N2CCN(C(=O)[C@H](CCCCN)n3cc(CCCC)nn3)CC2)nc(N2CCN(C(=O)[C@H](Cc3ccc(O)cc3)n3cc(CCO)nn3)CC2)n1
  6.2, -1.6%, -5.0%, 7.6, 1.1%, 2.4, -4.3, 2.6%, -1.3
CCc1ccc(CN2CCC(n3nccc3NC(=O)Cc3ccccc3)CC2)o1
  -2.4, -4.5%, -3.7%, -13.6, 1.7%, -0.3, -6.3, -0.4%, 1.2
OCCNC(=S)Nc1ccc2c(c1)OCCO2
  2.6, -19.7%, 2.3%, -8.7, 1.2%, 3.0, 1.9, -0.3%, 2.8
O=C(CCN1C(=O)C2CC=CCC2C1=O)N1CCN(c2ccccn2)CC1 (centres undefined)
  -1.7, -6.3%, -2.5%, ., 3.3%, ., ., -0.5%, .
CCn1c(SCC(=O)Nc2cccc(OC)c2)nnc1-c1ccc(Cl)cc1
  -10.7, 2.7%, -2.2%, -12.1, -0.1%, 10.3, -8.6, -0.6%, 0.5
C/C(=N\NC(=O)c1ccoc1C)c1ccc(Cl)s1
  -2.7, 3.2%, 8.2%, -1.2, 0.6%, 6.7, 1.7, 1.5%, 5.2
Cc1cc(C)n2nc(C(=O)NCCc3ccccc3)nc2n1
  -3.0, 1.0%, 4.1%, 9.7, 0.8%, -1.1, -9.5, -0.3%, 1.7
CC(C)N1CCC(=O)NC1=O
  -4.6, -5.9%, -3.3%, ., -0.8%, ., ., ., .
COc1ccc(-c2noc(CC(=O)N(C)c3ccccc3F)n2)cc1
  0.2, -3.8%, -3.5%, 1.0, -0.2%, -1.1, 6.5, 3.2%, 1.4
CCOC(=O)N1CCN(C(=O)c2cnc3n(c2=O)CCS3)CC1
  -0.6, -3.4%, -1.9%, 18.3, -2.8%, -3.8, 16.7, -0.9%, 2.4
Cc1ccc(C)c(NC(=S)NCc2ccccc2)c1
  -3.4, -0.9%, -1.6%, 1.2, -4.6%, -7.6, -36.3*, 0.6%, 1.8
Cc1cccc(NC(=O)c2cc3ccccc3o2)c1
  -4.6, -12.3%, 4.1%, -15.1, -7.0%, -0.1, -14.2, 0.7%, 1.1
O=C1CC(c2ccc(O)cc2)Oc2ccccc21 (centres undefined)
  0.1, -18.2%, 2.9%&3.7%, 8.5, 0.4%, 0.0, -6.6, 0.8%, 2.7
COc1ccc(-n2c(N)c(C(=O)NCc3cccnc3)sc2=S)cc1
  -2.4, -1.9%, 0.9%, -16.4, -0.3%, -5.8, -14.6, 0.5%, 0.0
Cc1ccc(OCC(=O)N(Cc2cccc(Cl)c2)C2CCS(=O)(=O)C2)cc1C (centres undefined)
  -4.3, 3.7%, -3.1%, 1.1, -0.5%, -7.8, 20.5, -1.8%, 4.3
Cc1ccc(C(=O)Nc2ccc3c(c2)nc2n3CCSC2)cc1
  0.6, 5.8%, -3.6%, -4.3, -0.3%, -1.7, -2.1, 0.5%, 2.8
CCCCN(CCCNC(=O)C1CCN(C(=O)c2cc3sccc3n2C)CC1)Cc1ccccc1
  0.3, -0.2%, -3.4%, -11.4, -1.2%, -7.0, -10.9, 2.6%, 20.2
CC(C)(C)NC(=O)C(c1c[nH]c2ccccc12)N(C(=O)Cn1nnc(-c2ccc(Cl)cc2)n1)c1ccccc1F (centres undefined)
  -3.2, 0.7%, -3.9%, 0.9, -2.3%, 50.4*, -6.5, -0.7%, 5.4
O=C(NCC1CCCN(C(=O)c2cc(Cl)ccc2F)C1)c1ccc(F)cc1 (centres undefined)
  -0.5, -12.5%, 0.1%, 5.0, 1.2%, 4.0, -11.1, 0.7%, 4.4
CNC(=O)COC(=O)c1nc(-n2nc(C)cc2C)ccc1Cl
  -5.3, 0.2%, 7.7%, ., 0.9%, 1.0, -12.5, 0.2%, -2.1
CCc1c(C)sc(NC(=O)c2ccco2)c1C(=O)N1CCCCC1
  1.4, -0.2%, -4.4%, 21.7, 0.0%, -2.1, -13.9, 1.1%, 2.3
Nc1ncnc2c1cnn2C1CC(O)C(CO)O1 (centres undefined)
  -3.1, 11.7%, -3.7%, ., 0.8%, ., ., ., .
O=C(O)C1CCCCC1C(=O)NCCCn1ccnc1 (centres undefined)
  -6.1, -2.6%, -1.8%, 13.8, 3.4%, -0.5, ., -1.3%, 0.0
CCOc1ccccc1NC(=O)CN1c2cccc3cccc(c23)S1(=O)=O
  -0.5, 2.7%, -3.6%, 14.2, -2.3%, ., 31.3, 3.3%, 14.0
O=c1cnc2ccccc2n1CC1CCCCC1
  -2.8, 2.9%, 0.6%, -5.4, -0.1%, -7.5, -8.0, 2.6%, 0.5
O=c1[nH]c(C2CCCN(S(=O)(=O)Cc3ccccc3)C2)nc2c1nnn2Cc1cccc(Cl)c1 (centres undefined)
  -9.4, -6.7%, -3.9%, -5.4, -0.2%, -2.4, -0.9, -2.8%, 8.3
COC(=O)CN1C(=S)N(C)C(=O)/C1=C/c1cccs1
  -1.6, -0.5%, -4.4%, -1.7, -1.7%, -8.4, -4.6, 3.8%, 11.3
Cc1cc(F)ccc1N1CCC(N2CCN(C(C)C)C(CCO)C2)CC1 (centres undefined)
  -3.5, -1.4%, -5.7%, -4.2, 2.8%, -5.0, -8.7, 0.7%, 3.7
Cc1ccc(NC(=S)N2CCN(S(=O)(=O)c3ccc(F)cc3)CC2)cc1
  -5.4, 1.0%, -4.2%, -2.4, -1.1%, -9.9, 4.5, 3.9%, 9.7
O=C(NC(C(=O)N/N=C/c1c2ccccc2cc2ccccc12)c1n[nH]c(=O)c2ccccc12)c1ccccc1 (centres undefined)
  0.1, -12.1%, -1.1%, 1.4, -9.2%, 9.1, -7.3, 2.2%, 3.8
CC(C)NC(=O)C(c1ccc(F)cc1)N(C(=O)CCC(=O)Nc1ccccn1)c1cccc(F)c1 (centres undefined)
  -6.0, -1.8%, -1.5%, -0.4, -0.9%, -3.6, 0.3, -2.7%, 0.5
CCOc1ccc(N2CC(C(=O)Nc3ccc(F)cc3F)CC2=O)cc1 (centres undefined)
  -3.8, 7.1%, -3.3%, 6.9, -0.6%, -2.0, 6.3, -0.8%, 0.9
COc1ccc(/C=C2/SC(=O)N(CCC(=O)Nc3ccccc3)C2=O)cc1OC
  -6.4, -6.6%, 1.7%, 3.1, -3.0%, -1.2, -6.9, -19.5%, 1.6
